Screening results deposited in PubChem BioAssay by several laboratories.
MITF TRPM1 HTS: activators of MITF-driven TRPM1 promoter activity in SK-MEL-5 cells. SK-MEL-5 TRPM1-promoter luciferase, 24 h; % of positive control, neutral wells = 0. activation, % at 12.5 µM. hit rate 0.75% among 300,000;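 active = mean activation of at least 80% with every replicate also reaching 80%; inconclusive = mean reaches 80% but some replicate falls short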;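 also: 0% = neutral control wells and 100% = parthenolide positive control wells; values of inactives mirror those of a sister screen read the other way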
SR-BI uptake up: activators of SR-BI mediated HDL lipid uptake; activation, % at 12.5 µM; hit rate 0.096% among 320,000; AID 504775; CHO ldlA[mSR-BI] cells, DiI-HDL uptake fluorescence, 3 h; 100 = double the neutral-control signal;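 active = mean replicate activation of at least 60% and every replicate at or above 60%; inconclusive = mean or all-replicate condition met, but not both; inactive = mean below 60% and not all replicates reaching 60%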;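 also: 0% = median plate neutral-control signal and 100% = twice that signal; values of inactives mirror those of a sister screen read the other way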
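Test system: SR-BI-overexpressing, LDLR-lacking CHO cells; Also added: labelled HDL, 10 µg/mL; Measured by: bottom-read cell fluorescence after medium removal, ex 550/em 595 nm; Timing: 3 h uptake period with compound, 37 °C; Buffer or medium: F12, 0.5% BSA, 25 mM HEPES; Doses: single compound concentration, delivered by pin transfer.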
Wnt act: Wnt/beta-catenin pathway activation | AID 743398 | activation, % at 9.35 µM | Wnt/beta-catenin reporter cell assay, activator, plate reader | hit rate 1.2% among 300,000; in the data active = activation above about 30%, passing the limit was not always enough; inconclusive = no clear call, values can overlap the other calls;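 also: 0% = neutral control wells and 100% = positive control wells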
PvdQ inh: P. aeruginosa PvdQ acylase inhibition | purified PvdQ acylase, fluorescence plate reader | inhibition, % at 10 µM | hit rate 0.063% among 340,000; in the data active = inhibition above about 30%, passing the limit was not always enough; inconclusive = no clear call, values can overlap the other calls;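 also: 0% = vehicle neutral wells and 100% = reference inhibitor wells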
dFosB activator: mouse delta FosB homodimer activation. activation, % at 25 µM. AID 493131. P13346. hit rate 0.99% among 340,000. purified delta FosB, TAMRA-CDK5 oligo fluorescence polarization; percent of positive-control signal above neutral wells;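 active = mean activation above about 17%, with every replicate also reaching it, limit read from the data, passing the limit was not always enough; inconclusive = only one of the two conditions met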;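 also: fluorescence polarization rise as delta FosB binds a TAMRA Cdk5 AP-1 oligo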
Target sequence (P13346 whole entry, looked up): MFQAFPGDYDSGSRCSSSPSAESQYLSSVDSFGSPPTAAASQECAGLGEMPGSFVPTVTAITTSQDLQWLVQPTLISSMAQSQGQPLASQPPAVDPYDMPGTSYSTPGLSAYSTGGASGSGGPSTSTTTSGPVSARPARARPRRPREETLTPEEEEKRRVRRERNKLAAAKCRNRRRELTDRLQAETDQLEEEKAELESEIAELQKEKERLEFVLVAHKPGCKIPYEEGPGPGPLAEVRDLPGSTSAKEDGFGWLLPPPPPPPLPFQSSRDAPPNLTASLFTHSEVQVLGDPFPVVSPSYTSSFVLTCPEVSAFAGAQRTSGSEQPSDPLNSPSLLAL
SR-BI DiI inh: blocks mouse SR-BI lipid uptake from DiI-HDL; Q61009; ldlA[mSR-BI] CHO cells, DiI-HDL uptake fluorescence, 3 h; inhibition, % at 12.5 µM; hit rate 0.96% among 320,000;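 active = mean replicate inhibition of at least 70% and a set share of replicates each scoring 70 or more; inconclusive = meets just one of the two criteria; inactive = fails both criteria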;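 also: 0% = median of neutral control wells and 100% = median of positive control wells; values of inactives mirror those of a sister screen read the other way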
RTF Ca sens act: cardiac RTF calcium sensitization; hit rate 0.24% among 340,000; IANBD-labeled TnC RTF fluorescence at EC20 calcium; 0% EC20 calcium, 100% full calcium; P19429+P45379; activation, % at 7.2 µM;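 active = activation above the mean over all tested compounds plus 3 SD, cut at about 30% in these data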;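 also: rise in fluorescence read as greater calcium sensitivity of cardiac thin filaments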
Rtt109 HAT inh: inhibitors of Candida albicans Rtt109/Vps75 histone acetyltransferase; Q5AAJ8; purified Rtt109/Vps75, ThioGlo CoA-SH fluorescence, 4 h; inhibition, % at 34.9 µM; hit rate 0.16% among 330,000; AID 540336;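 active = inhibition of at least 50% in every replicate; inconclusive = best replicate reaches 50% inhibition but some replicates fall short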
Target sequence (Q5AAJ8 whole entry, looked up): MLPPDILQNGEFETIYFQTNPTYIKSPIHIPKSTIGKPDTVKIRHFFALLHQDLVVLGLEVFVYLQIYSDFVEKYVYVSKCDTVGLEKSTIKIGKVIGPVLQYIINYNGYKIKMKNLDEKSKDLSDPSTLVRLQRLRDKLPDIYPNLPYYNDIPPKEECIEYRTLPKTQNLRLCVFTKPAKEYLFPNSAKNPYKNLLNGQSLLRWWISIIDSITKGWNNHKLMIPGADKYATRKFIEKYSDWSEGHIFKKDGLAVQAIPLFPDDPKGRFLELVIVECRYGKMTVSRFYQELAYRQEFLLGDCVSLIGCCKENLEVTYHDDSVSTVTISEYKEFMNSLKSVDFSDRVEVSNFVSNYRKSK
CDK5 inh: inhibitors of human CDK5/p35 kinase; hit rate 0.01% among 330,000; Q00535+Q15078; AID 488839; inhibition, % at 10 µM; Recombinant CDK5/p35, ADP-Glo luminescence, 60 min;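 active = highest replicate inhibition of at least 50% and at least 75% of replicates reaching 50%; inconclusive = only one of the two criteria met; inactive = both criteria failed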;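 also: plate controls were DMSO neutral control for no effect and GW8510 at 10 µM for full effect; many of its hits are not listed in these tables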
HTR5A ag ctr: counter-screen for OPRM1-OPRD1 agonists: human HTR5A agonism; P47898; HTR5A agonist assay, luminescence, cell-based; activation, % at 9.3 µM; hit rate 0.61% among 340,000; AID 504692; in the data active = activation mostly above about 9.5%, no sharp cut-off; inactive = mostly below about 7.6%;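 also: 0% = cells with vehicle only and 100% = reference agonist; strong numbers were not always called active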
Target sequence (P47898 whole entry, looked up): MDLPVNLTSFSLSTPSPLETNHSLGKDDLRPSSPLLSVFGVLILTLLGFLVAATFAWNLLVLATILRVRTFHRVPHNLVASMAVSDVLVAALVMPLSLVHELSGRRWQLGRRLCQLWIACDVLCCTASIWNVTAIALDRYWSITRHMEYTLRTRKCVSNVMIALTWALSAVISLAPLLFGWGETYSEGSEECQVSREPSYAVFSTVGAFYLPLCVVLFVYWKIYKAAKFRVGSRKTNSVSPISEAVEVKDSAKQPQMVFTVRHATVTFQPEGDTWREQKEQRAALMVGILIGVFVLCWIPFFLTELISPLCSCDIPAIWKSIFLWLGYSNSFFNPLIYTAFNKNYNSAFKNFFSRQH
An asterisk follows results filed as active; ? = inconclusive; . = no result given.

Order of values: MITF TRPM1 HTS | SR-BI uptake up | Wnt act | PvdQ inh | dFosB activator | SR-BI DiI inh | RTF Ca sens act | Rtt109 HAT inh | CDK5 inh | HTR5A ag ctr
CCOc1ccc(CCNC(=O)C2CCN(S(=O)(=O)N3CCC(C)CC3)CC2)cc1OCC
 : -8 | -17 | . | -14 | -11 | 17 | -1 | -2 | -1.3 | -4
CN(C)C=NCCn1c(N2CCOCC2)nc2c1c(=O)n(C)c(=O)n2C
 : 9 | 21 | . | 2 | 6 | -21 | -3 | 9 | -1.1 | -4
O=S(=O)(NCc1csc(-c2ccccc2)n1)c1ccc(Cl)s1
 : 15 | 6 | 20 | -3 | -9 | -6 | -1 | 14 | 0.0 | 0
NS(=O)(=O)CCCc1ccccc1
 : 8 | 13 | -5 | 0 | 4 | -13 | -1 | 6 | 1.4 | 7
C/C=C\C(=O)Nc1cccc(C2=NOC3(C2)C[C@@H](C(N)=O)N(C(=O)C2(C)CC2)C3)c1 (stereo partly specified)
 : 3 | 22 | 7 | -8 | -9 | -22 | 11 | 3 | -1.5 | 1
COc1ccc(CNC(=O)C(c2ccncc2)N(C(=O)Cc2cccs2)c2ccccc2C)cc1 (stereo unspecified)
 : -9 | 7 | -6 | 5 | -5 | -7 | 2 | 1 | -0.3 | 5
COc1cccc(-c2sc3ccc(OC)cc3c2-c2ccc(C(N)=O)cc2)c1
 : -4 | -34 | -1 | 5 | 9 | 34 | 4 | 0 | -3.1 | -1
Cc1cccc(Nc2c(-c3ccc(O)cc3)nc3ncccn23)c1
 : 23 | -25 | 3 | -4 | -5 | 25 | -5 | . | -1.1 | -1
O=C(Nc1ccc(S(=O)(=O)N2CCCC2)cc1)C1CC(=O)N(c2ccc(F)cc2)C1 (stereo unspecified)
 : 5 | -23 | -1 | -18 | -10 | 23 | 1 | 1 | 1.0 | 1
CCOc1ccc(S(=O)(=O)Nc2cccc(-c3ccc(N4CCCCCC4)nn3)c2)cc1
 : 36 | 28 | 5 | -3 | -16 | -28 | -7 | 2 | 0.4 | 4
Cc1ccc(S(=O)(=O)N2CCCC(C(=O)NCCC(C)C)C2)cc1 (stereo unspecified)
 : 12 | 18 | 0 | -14 | -7 | -18 | 4 | -9 | -0.2 | 1
OCc1cn(-c2ccccc2)nc1-c1cc2ccccc2o1
 : 73 | 9 | 57* | -6 | 0 | -9 | 3 | 3 | -11 | 3
COc1cc([N+](=O)[O-])cc(/C=N/NC(=O)Cn2nc(C)cc2C)c1O
 : 1 | . | -4 | -7 | -2 | . | -1 | -9 | -0.4 | -7
Cn1c(=O)c2c(nc(Br)n2CCCc2ccccc2)n(C)c1=O
 : 4 | 2 | -1 | 8 | -13 | -2 | -1 | -14 | -0.9 | -5
O=C(CSc1ccc(Cl)cc1)Nc1ccc(-c2nc3ccccc3[nH]2)cc1
 : 4 | -9 | . | 0 | 13 | 9 | -4 | 6 | -0.7 | 13*
COc1cccc(NC(=O)CCC2CCN(C(=O)c3c(C)noc3C)CC2)c1
 : 7 | -16 | 0 | 3 | -4 | 16 | -5 | 4 | 1.2 | 1
CCN1C(=O)CC(NC2CCN(C(=O)c3ccc(F)cc3)CC2)C1=O (stereo unspecified)
 : -5 | 4 | 2 | -15 | 1 | -4 | 0 | -16 | -0.1 | 2
O=S(=O)(c1cccs1)N1CCN(CCOc2ccc(Cl)cc2)CC1
 : -6 | 18 | -2 | -18 | 1 | -18 | 0 | 3 | 0.0 | 9
O=C1c2ccccc2C(=O)N1CCCc1nc(-c2ccccc2)no1
 : 12 | -5 | -5 | -18 | 5 | 5 | 3 | -7 | -1.9 | 3
Cc1ccc(N2CCN(C(=O)c3ccccc3NC(=O)/C=C\C(=O)O)CC2)cc1
 : 11 | 0 | -4 | -7 | -1 | 0 | -2 | 4 | 0.1 | -1
CCOC(=O)c1ccc(NC(=S)N2CCN(Cc3ccccc3)CC2)cc1
 : -3 | -2 | 2 | 6 | 0 | 2 | -2 | 5 | 1.1 | -2
CCOC(=O)COc1ccc(CCNC(C)=O)cc1
 : 3 | 28 | . | -9 | -5 | -28 | 0 | 12 | 0.5 | 1
Cc1cc2ccccn2c1C(=O)c1ccc([N+](=O)[O-])o1
 : -30 | 15 | 7 | -11 | 1 | -15 | 5 | 5 | 0.4 | 2
O=C(N/N=C/c1ccncc1)c1cccc(NC(=O)c2ccccc2Cl)c1
 : 0 | -3 | -8 | -3 | -12 | 3 | -2 | -2 | -2.6 | 6
COC(=O)c1cccc(NC(=O)C2C3CCC(C3)C2C(=O)O)c1 (stereo unspecified)
 : . | 4 | . | 0 | 1 | -4 | 5 | 7 | 0.1 | 7
Cc1c(C(C)NC(=O)c2ccc3nc(Cc4ccccc4F)oc3c2)cnn1C (stereo unspecified)
 : 21 | 4 | 3 | -4 | -5 | -4 | 6 | 2 | -1.4 | 1
O=C(COC(=O)c1ccc(C(F)(F)F)cc1)Nc1cccc(S(=O)(=O)N2CCCCC2)c1
 : -2 | 25 | -3 | 20 | -6 | -25 | -1 | -2 | -0.5 | 4
O=C(N/N=C/c1ccccn1)C1CC1
 : . | 0 | -1 | -9 | -6 | 0 | 2 | -3 | -0.8 | -2
Cc1ccc(S(=O)(=O)NCC(=O)OCC(=O)N2C(C)CCCC2C)cc1 (stereo unspecified)
 : -1 | 16 | -2 | 2 | 0 | -16 | -2 | 14 | 1.2 | 3
COCCNC(=O)c1ccc(-n2c(SCc3ccncc3)nc3ccccc3c2=O)cc1
 : 0 | -30 | 0 | -11 | -6 | 30 | 8 | 10 | -1.1 | 0
O=C(CCc1ccccc1)NCCSc1ccccc1
 : 48 | -4 | -1 | -2 | 2 | 4 | 0 | 4 | 0.1 | 0
Cc1ccc(CC(=O)N(Cc2ccccc2)c2ccccn2)cc1
 : -4 | 39 | -3 | -6 | -2 | -39 | 4 | 7 | -0.1 | 2
Cc1ccc(NC(=S)NNC(=O)Nc2ccccc2)cc1
 : 19 | 9 | -2 | -4 | -3 | -9 | -1 | -6 | -0.2 | -11
O=C(COC(=O)C1C2CC3OC(=O)C1C3C2)Nc1ccc(F)cc1 (stereo unspecified)
 : -3 | . | -1 | -23 | -4 | . | -6 | -7 | -1.2 | 0
Nc1cc(C(=O)OCC(=O)Nc2ccc(N3CCOCC3)cc2)ccc1Cl
 : -1 | -56 | -6 | 0 | -2 | 56 | 4 | -17 | -1.3 | 3
COc1cc(OC)cc(C(=O)Nn2cc(C(=O)Nc3ccccc3F)c3ccccc3c2=O)c1
 : -22 | -17 | -2 | 12 | -4 | 17 | 3 | 1 | -0.2 | -2
C[C@]12CCC(O)CC1CCC1C2CC[C@]2(C)C(c3cc(C(F)(F)F)n[nH]3)CCC12 (stereo partly specified)
 : -10 | 8 | 5 | 9 | -7 | -8 | -6 | 1 | 0.8 | 4
CCCC(=O)Nc1ccc2c(c1)nc1n2CCN(C2CCCCC2)C1
 : 6 | 14 | 1 | -3 | -6 | -14 | 5 | 20 | 0.4 | .
CCOC(=O)Cc1nn(CC)c(=O)c2ccccc12
 : -7 | -22 | 0 | -10 | -1 | 22 | -2 | 6 | 2.1 | 0
CCCNC(=O)C(Cc1cccc(Cl)c1)NC(=O)c1ccc(C#N)cc1 (stereo unspecified)
 : 13 | -22 | 2 | -5 | -2 | 22 | 4 | -2 | -1.6 | 1
COc1cc(/C=N/NC(N)=O)c(Br)cc1OCC(=O)Nc1ccccc1C
 : -57 | -36 | . | -14 | -1 | 36 | 4 | -12 | -0.8 | 1
COc1ccc(-c2[nH]n(-c3ccc([N+](=O)[O-])cc3)c(=O)c2C=NCc2ccncc2)cc1
 : 7 | -72 | 7 | 5 | -2 | ? | 5 | . | 2.2 | -1
CCOC(=O)c1nn(-c2ccccc2C)c2nc(-c3ccc(C)cc3)c(C#N)c(=O)n12
 : -6 | . | . | -10 | 0 | . | 2 | -4 | 1.6 | -1
Cc1ccc(/C=C/S(=O)(=O)NCC(=O)OCC(=O)NCc2ccccc2)cc1
 : -15 | 2 | -1 | -12 | -6 | -2 | -3 | -3 | 0.1 | 7
Cc1ccc(C2=NN(CC(=O)NCCC(C)C)C(=O)CC2)cc1
 : . | 16 | 1 | -17 | -1 | -16 | 8 | 5 | 1.4 | 3
N#Cc1c(Cc2cccc3ccccc23)nn(CCO)c1N
 : 7 | -3 | -2 | 13 | 0 | 3 | -11 | 5 | -0.2 | 0
COc1cc(NC(=O)OCc2ccccc2)c2ncccc2c1
 : -12 | -21 | -2 | 8 | -1 | 21 | -3 | . | 1.0 | 5
CCN(CC)CCN(C(=O)c1ccc2ccccc2c1)c1nc2cc3c(cc2s1)OCO3
 : 7 | -41 | -2 | 7 | 53* | 41 | 1 | 7 | 1.0 | 1
O=C1CCN(Cc2ccccc2)C=C1c1ccc(C(F)(F)F)cc1
 : -1 | -27 | 0 | 5 | -7 | 27 | -12 | -1 | 0.1 | -1
CC1CCCN(C(=O)Cn2c3ccccc3c3nc4n(c(=O)c32)CCS4)C1 (stereo unspecified)
 : 1 | . | -1 | -8 | -4 | . | -3 | 0 | -2.1 | 5
CCO[C@H]1OC(C(=O)N2CCN(Cc3ccccc3)CC2)=C[C@@H](c2ccc(C(F)(F)F)cc2)[C@@H]1CCCO
 : -2 | -25 | -9 | 4 | 6 | 25 | -8 | -4 | -0.3 | -1
COc1ccc(/C=C/C(=O)NCC(c2ccc(F)cc2)N2CCOCC2)cc1OC (stereo unspecified)
 : 4 | -16 | 2 | 10 | -10 | 16 | 1 | 1 | 3.0 | 2
O=C(Nc1ccc(F)c(S(=O)(=O)N2CCOCC2)c1)C1CCCCC1
 : . | 15 | -2 | -14 | -2 | -15 | 3 | -9 | -0.1 | -3
Cc1ccccc1Nc1nnc(C)c(=O)[nH]1
 : . | 11 | 3 | 11 | -7 | -11 | 1 | 8 | 1.3 | 11
Nc1n[nH]c(N)c1N=Nc1ccc(Cl)cc1Cl
 : 49 | -12 | ? | -6 | -9 | 12 | -2 | -3 | 2.2 | 1
O=C(N/N=C/c1ccco1)C(O)C(O)C(=O)N/N=C/c1ccco1 (stereo unspecified)
 : 13 | . | 0 | 8 | 2 | . | 1 | -8 | -0.6 | 1
Cc1nc2ccccc2c(=O)n1NC(=O)c1ccc(Cl)c(Cl)c1
 : -7 | 9 | 1 | 2 | 1 | -9 | -3 | -2 | 1.4 | -1
CC1C=CC(C)C(C(=O)O)C1C(=O)O (stereo unspecified)
 : 1 | 11 | -1 | 16 | -4 | -11 | 5 | -14 | -0.4 | 11
COc1ccc(CNC(=O)COC(=O)c2cc(S(=O)(=O)N3CCOCC3)ccc2O)cc1OC
 : 0 | 9 | -3 | -9 | -17 | -9 | 4 | 2 | -0.3 | 2
CN1C(=O)CC(C(=O)O)SC1=Nc1cc(Cl)c(O)c(Cl)c1 (stereo unspecified)
 : . | 2 | . | 1 | -5 | -2 | 0 | . | -1.1 | 1
